# SENP6 block – SENP6 protease inhibition; Q9GZR1; Recombinant SENP6 catalytic domain, aminoluciferin luminescence; inhibition, % at 10 µM; 330,000 compounds, 1.8% hits;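 active = inhibition above about 50% at the single tested dose, limit read from the data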;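 note: plate controls were DMSO wells with enzyme for no effect and DMSO wells lacking enzyme for full effect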
# ATG4B inh – inhibitors of human ATG4B cysteine protease. Q9Y4P1. ATG4B cleavage of LC3-PLA2, NBD-HPC fluorescence, 1 h. inhibition, % at 8.33 µM. 340,000 compounds, 0.51% hits; in the data active = inhibition above about 40%
# GRIN3A LBD mod – modulates the human NR3A ligand-binding domain. Tm shift relative to glycine control, % at 25 µM. NR3A LBD differential scanning fluorimetry, Tm shift; 0% = protein alone, 100% = glycine-bound protein. 340,000 compounds, 2.5% hits;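 active = melting temperature shift of at least 10% of the positive control shift, at one fixed dose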
# SENP1 inh – inhibitors of human SENP1 SUMO protease catalytic domain; AID 624204; Q9P0U3; inhibition, % at 10 µM; recombinant SENP1 catalytic domain, CyPet-SUMO1-YPet FRET cleavage; 360,000 compounds, 0.21% hits;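 active = inhibition at least 30% at 10 µM, raw YFP signal under a set limit, fluorescence ratio 0.5 to 1.5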;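 note: 0% = enzyme with DMSO and 100% = no enzyme wells; some results filed as inactive read as strong as hits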
# Target sequence (Q9P0U3 419-644 limits assumed): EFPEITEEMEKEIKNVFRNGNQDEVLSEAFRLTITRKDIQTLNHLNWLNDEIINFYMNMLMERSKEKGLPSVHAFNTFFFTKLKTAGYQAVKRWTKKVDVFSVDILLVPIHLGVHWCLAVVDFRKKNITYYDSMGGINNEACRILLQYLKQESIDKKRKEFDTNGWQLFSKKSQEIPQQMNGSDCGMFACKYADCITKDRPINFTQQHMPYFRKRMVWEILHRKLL
#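 Assay system – human recombinant His6-tagged SENP1 catalytic domain enzyme · Input – SENP1 enzyme, 20 pM final · Buffer or medium – Tris pH 8 buffer plus EDTA, NaCl, BME, BSA, NP40, catalase · Schedule – 50 min reaction at room temperature · Technique – FRET read of cyan and yellow fluorescence · Control set – no-enzyme wells low, DMSO-plus-enzyme wells high control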
# hIAP activ – human IAP activation; activation factor at 10 µM; purified human IAP, CDP-Star luminescence, 30 min; hits give high values; 1 = vehicle-only enzyme, 0 = enzyme-free background; 330,000 compounds, 0.16% hits;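 active = activation factor of the enzyme at least 2-fold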; note: the source names both 10 and 20 µM as test concentration; values of inactives mirror those of a sister screen read the other way
# Target sequence (P09923 whole entry, looked up): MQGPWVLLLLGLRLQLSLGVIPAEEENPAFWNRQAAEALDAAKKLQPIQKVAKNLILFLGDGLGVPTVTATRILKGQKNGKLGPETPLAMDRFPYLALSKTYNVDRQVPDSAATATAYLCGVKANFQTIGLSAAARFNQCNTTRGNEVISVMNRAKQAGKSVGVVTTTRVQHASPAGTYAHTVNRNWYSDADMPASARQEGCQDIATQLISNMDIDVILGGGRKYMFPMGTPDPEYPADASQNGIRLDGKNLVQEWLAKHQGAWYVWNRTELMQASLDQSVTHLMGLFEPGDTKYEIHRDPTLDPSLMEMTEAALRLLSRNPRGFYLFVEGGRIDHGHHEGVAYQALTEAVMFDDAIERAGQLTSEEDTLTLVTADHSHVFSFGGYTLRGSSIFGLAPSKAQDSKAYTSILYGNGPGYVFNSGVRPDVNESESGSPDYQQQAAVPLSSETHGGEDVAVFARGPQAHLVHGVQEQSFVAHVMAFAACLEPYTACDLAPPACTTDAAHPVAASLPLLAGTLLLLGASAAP
# PfG6PD inh – PfG6PD (Plasmodium falciparum) enzyme inhibition. inhibition, % at 20 µM. 350,000 compounds, 0.78% hits. PfGluPho enzyme, NADPH resazurin-diaphorase fluorescence;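 active = inhibition reaching at least a set limit at 20 µM in the primary screen, cut at about 59% in these data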;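 note: 0% = DMSO wells with substrate and 100% = DMSO wells lacking glucose-6-phosphate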
# MPTP inh – inhibitors of mitochondrial permeability transition pore | isolated mouse mitochondria, Ca2+ swelling absorbance, 30 min | inhibition, % at 10 µM | 360,000 compounds, 1.4% hits;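 active = inhibition of 50% or more, scaled per plate between neutral and stimulator controls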;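 note: 0% = DMSO wells given calcium and 100% = 1 mM EGTA wells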
# SENP8 inh – SENP8 (human) protease inhibition | Q96LD8 | recombinant SENP8, Nedd8 substrate fluorescence | inhibition, % at 20 µM | 360,000 compounds, 0.64% hits | AID 602440; in the data active = inhibition mostly above about 40%, no sharp cut-off; inactive = mostly below about 27%
# Target sequence (Q96LD8 whole entry, looked up): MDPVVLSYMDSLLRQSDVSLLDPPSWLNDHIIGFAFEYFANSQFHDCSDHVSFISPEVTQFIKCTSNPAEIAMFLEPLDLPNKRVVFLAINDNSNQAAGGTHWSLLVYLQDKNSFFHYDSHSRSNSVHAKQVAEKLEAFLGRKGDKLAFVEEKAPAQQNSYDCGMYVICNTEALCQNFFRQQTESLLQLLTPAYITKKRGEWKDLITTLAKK
# * marks the source's active call; other numbers are inactive results; i = inactive; . = no result given.
SMILES,SENP6 block,ATG4B inh,GRIN3A LBD mod,SENP1 inh,hIAP activ,PfG6PD inh,MPTP inh,SENP8 inh
O=C(NCC(F)(F)F)c1ccc(S(=O)(=O)Nc2ccccc2N2CCCC2)cc1,11,3,-4,30*,0.97,11,-1.6,8
CCCCNCc1ccc(SC)cc1,-22,11,-4,2,0.9,-12,-1.3,7
Cc1cccc(CNC(=O)C2CCC(=O)N(CC3CCCCC3)C2)c1 (configuration not stated),.,.,.,0,.,2,0.1,2
CC(C)CCN1CCNC(=O)C1CC(=O)Nc1ccc(F)cc1 (configuration not stated),-2,-3,-2,4,1.1,-6,-0.8,-1
Cc1ccc2cc(C#N)c(NCc3ccccc3)nc2c1,-14,-13,2,-127,1.1,-2,-3.0,-400
C[C@]12C(=O)N(c3ccc(Cl)cc3)C(=O)N1[C@@H]1c3ccccc3OC[C@@H]1[C@H]2c1ccccc1,11,4,2,2,0.96,7,2.5,20
COCCN=C1NN=C(c2cc(C)n(CC3CCCO3)c2C)CS1 (configuration not stated),9,7,4,0,0.93,4,1.3,2
Cc1cccc(OC(C)C(=O)N2CCN(Cc3ccc4c(c3)OCO4)CC2)c1 (configuration not stated),-11,1,0,1,0.9,-6,1.1,1
O=C(NCc1ccc2c(c1)OCO2)c1nc(Cn2cc([N+](=O)[O-])cn2)no1,-41,0,0,1,1,-18,-1.2,7
CCCC[C@@H]1CCCO[C@@](C(=O)NCc2cc(C)n(C)n2)(C(F)(F)F)C1,-11,-4,-3,2,0.97,-1,0.9,5
O=C1NC(NS(=O)(=O)c2ccc(Cl)cc2)(C(F)(F)F)C(=O)N1CCc1ccccc1 (configuration not stated),-8,0,0,.,1.1,-36,.,.
CSc1ccccc1C(=O)C1CCCN(Cc2c(C)n(C)n(-c3ccccc3)c2=O)C1 (configuration not stated),-16,12,0,0,0.95,10,-2.2,8
Cc1ccc(SC[C@H](CC(C)C)N2CCN(CCc3ccccc3)CCC2=O)cc1,-14,4,6,-5,1,17,0.3,14
CC(C)CC1NC(=O)N(CC(=O)Nc2ccc3c(c2)CCC3)C1=O (configuration not stated),-29,0,-2,0,1,-1,1.6,5
COCCn1c(-c2ccc(C)cc2)nc2c(c(=O)c3ccccc3n2C)c1=O,.,8,-1,2,.,4,1.7,-19
COc1ccc(C(=O)Nc2c(O)ccc3ccccc23)cc1,8,6,0,-4,0.86,37,18,-49
c1ccc2ncccc2c1,-13,-26,1,1,1.1,4,-0.5,35
O=C(CSc1ccc2c(c1)OCCO2)Nc1ccccc1,.,.,.,3,.,-5,0.0,25
Cc1ccc(-n2nc(C(=O)O)c3ccccc3c2=O)cc1C,-25,1,0,0,1.2,-19,-0.2,8
O=C(CCc1ccccc1)Nc1ccc(S(=O)(=O)N2CCOCC2)cc1,-17,-6,-1,-4,1,-1,0.2,18
O=C1CSC(=S)N1CC1CCCO1 (configuration not stated),5,7,-3,2,1,-23,-0.5,16
COc1cc(-c2nnc3sc(C4CCCCC4)nn23)cc(OC)c1OC,-6,-6,3,-2,1,0,4.5,11
O=C(COC(=O)c1ccc(NS(=O)(=O)c2ccc(Br)s2)cc1)NC1CCCC1,0,-9,-6,1,1,-37,-1.4,10
CCCNC(=O)COC(=O)c1[nH]c(C)c(C(=O)OCC)c1C,-2,3,-4,1,0.98,-29,1.7,12
CCCOCn1cc(F)c(=O)[nH]c1=O,10,5,2,0,0.87,14,28,10
# (more compounds)
SMILES,SENP6 block,ATG4B inh,GRIN3A LBD mod,SENP1 inh,hIAP activ,PfG6PD inh,MPTP inh,SENP8 inh
C[n+]1cccc(C(=O)NNC(=O)C23CC4CC(CC(C4)C2)C3)c1,-5,7,-1,0,1,3,-1.3,16
O=C1c2ccccc2C(=O)N1CCCCN(C(=O)c1ccc(Cl)s1)c1ccc(Cl)cc1,12,16,0,3,0.88,5,2.8,21
CN(Cc1ccco1)c1ncnc2ccc(-c3ccc4c(c3)OCO4)cc12,0,4,-1,1,0.99,1,-2.0,-479
O=C(NNS(=O)(=O)c1ccc(F)cc1)C1CC(c2cccnc2)=NO1 (configuration not stated),5,-9,-1,1,1.1,6,-1.2,-2
CN(C)c1ccc(/C=N/NC(=O)CN(c2cccc(Cl)c2)S(C)(=O)=O)cc1Br,-28,-14,-1,2,0.94,1,2.4,-15
Cc1ccc(/C=N/NC(=O)c2ccc(NC(=O)c3ccc(Cl)cc3)cc2)o1,-18,-1,7,-1,0.97,-5,0.5,-78
O=C(c1cc2sccc2n1Cc1ccc(F)cc1)N1CCc2ccccc21,-17,4,4,-7,0.74,11,0.7,7
O=C(CC1SC2=NCCN2C1=O)Nc1ccc(Cl)cc1 (configuration not stated),-10,1,1,-39,0.9,-19,-0.3,10
Nc1nonc1OCCc1ccccc1,1,-5,-1,-1,0.99,-10,-0.7,22
CCc1ccc(CCC(=O)Nc2ccc(OC)cc2)o1,-3,-10,32*,-4,0.95,-13,-0.1,21
COc1ccc(NC(=O)COC(=O)c2cc([N+](=O)[O-])ccc2N2CCOCC2)cc1,-4,-3,0,-1,1.2,-7,2.3,10
Clc1ccccc1-c1nn2c(Cn3cnc4ccccc43)nnc2s1,-9,3,0,-1,1.1,41,0.3,28
CC(C)(C)NC(=O)CSc1ccc(C(C)(C)C)cc1,7,-4,1,2,1,-5,2.4,-6
CC(C)CCn1nnnc1C(c1ccc(N(C)C)cc1)N1CCN(C(=O)c2ccco2)CC1 (configuration not stated),-16,-4,-1,1,0.91,9,-1.6,16
C=C1c2cc(C)c(C)cc2NC(=O)N1c1ccccc1,-26,-4,1,-10,1,13,0.5,-97
COc1ccc(/C=C/c2c(-c3ccc(OC)cc3)oc3cccnc23)cc1,-14,0,-7,-18,0.96,-5,0.3,i
O=C(NCc1ccccc1)c1ccc(S(=O)(=O)Nc2cccc(C(F)(F)F)c2)cc1,15,-3,9,4,0.99,-25,10,26
O=C(Nc1ccc(Oc2ccccc2)cc1)C1CCCO1 (configuration not stated),-5,-14,-1,2,0.92,2,0.1,10
Cc1ccc(S(=O)(=O)N(CC(=O)NCCC2=CCCCC2)Cc2ccccc2F)cc1,9,37,2,0,0.79,21,1.4,16
N#Cc1cccc(-n2nnnc2-c2ccc3c(c2)OCO3)c1,-8,-6,-2,4,0.89,-11,-0.4,7
Cc1cc(C)c2oc(C(=O)NC3CCS(=O)(=O)C3)cc(=O)c2c1 (configuration not stated),3,6,1,-20,0.78,-5,-1.8,-134
Cc1ccc(Cl)cc1N1C(=O)CC(Sc2ncccn2)C1=O (configuration not stated),7,-4,3,2,1.2,2,1.9,12
CCN(c1cccc(C)c1)c1nc2ccsc2c(=O)s1,2,18,1,1,0.99,-1,-0.8,-49
Cc1cn(C2CCCCC2)c(=O)n(-c2ccccc2)c1=O,.,4,-1,0,.,-10,0.4,8
O=C(Nc1ccccc1)C1CCCN1C(=O)Nc1ccccc1[N+](=O)[O-] (configuration not stated),5,9,-3,1,0.98,-7,-1.5,23
# The list continues:
SMILES,SENP6 block,ATG4B inh,GRIN3A LBD mod,SENP1 inh,hIAP activ,PfG6PD inh,MPTP inh,SENP8 inh
N#C/C(=N/Nc1ccc([N+](=O)[O-])cc1)C(=N)N1CCCCC1,.,6,0,13,.,39,4.1,30
O=c1[nH][nH]c2cc([N+](=O)[O-])ccc12,.,0,-1,1,.,1,-0.1,9
Cc1ccc(NC(=O)CC(C)S(=O)(=O)c2ccc3c(c2)NC(=O)CO3)cc1C (configuration not stated),0,7,-3,0,0.92,-7,1.3,10
NNC(=O)c1csc(Cc2c(Cl)sc3ccc(Cl)cc23)n1,-14,-2,0,1,1,-28,4.8,6
Cc1ccn2cc(CSc3ccccc3)nc2c1,2,-2,-1,0,0.96,3,-1.4,-9
O=C(NC(CSCc1ccccc1)C(=O)N/N=C/c1ccc(O)cc1O)c1ccc([N+](=O)[O-])cc1 (configuration not stated),33,-1,16*,-98,1.6,-10,-0.5,9
Cc1cccc(CCN(Cc2cc3cccc(C)c3[nH]c2=O)C(=O)N2CCOCC2)c1,11,-1,1,4,0.91,7,-0.6,-33
N#Cc1ccccc1Sc1ccccc1C(=O)OCC(N)=O,-7,-9,1,-3,0.92,1,-4.4,9
[N-]=[N+]=NC(c1ccccc1)c1nc2ccccc2[nH]c1=O (configuration not stated),-13,-2,-1,2,1.1,0,0.1,-80
CCOC(=O)N1CCN(C(=O)CCS(=O)(=O)c2cc3c(cc2Cl)NC(=O)CO3)CC1,-22,1,-3,-2,1,3,-2.4,6
CCN(CC)S(=O)(=O)c1ccc(NC(=O)COC(=O)c2ccc(Br)o2)cc1,-7,-13,-10,2,0.93,-4,-0.6,14
CCC12OC(=N)C(C#N)(C1C)C(C#N)(C#N)C(c1ccccc1)O2 (configuration not stated),-16,1,0,-56,0.97,3,-3.4,-270
CC(Sc1nnc(N)s1)C(=O)Nc1ccc2c(c1)OCO2 (configuration not stated),-3,3,-1,-2,1,8,-2.2,5
CCc1cc(C(=O)N2CCCC(CNC(=O)c3ccc(-c4ccccc4)cc3)C2)no1 (configuration not stated),12,-12,1,-1,0.92,9,0.9,5
COc1cc2c(cc1O)CCN(C(=O)c1ccco1)C2C (configuration not stated),-8,4,-1,0,1.2,0,2.7,23
COc1cc(C(=S)N2CCOCC2)ccc1OC(=O)c1ccccc1,9,-3,1,1,1.2,10,-0.8,1
CCOCCCn1c(SCC(=O)Nc2ccccc2)nc2ccccc2c1=O,9,2,-1,0,1.3,21,0.3,10
COc1ccc(-c2ccc(NC(=O)c3ccco3)cc2)nn1,91*,0,.,-2,0.89,.,-0.4,-38
COc1ccccc1Oc1cn[nH]c1-c1ccc(OCC(=O)NN)cc1O,12,-5,-3,2,1.8,-16,1.2,18
CCc1sc(C(=O)NCc2ccco2)cc1Br,-9,5,-1,0,0.97,9,0.0,4
COC(=O)c1ccccc1NC(=O)Cn1ccnc1,3,-9,0,0,0.95,-1,-1.8,-1
O=C(O)c1cccc(COc2ccc(CO)cc2Cl)c1,97*,-6,2,2,1.2,-5,-2.3,7
Cc1cc(C)c(NC(=O)C2=COCCO2)c(C)c1,-3,-4,1,0,0.92,1,0.5,9
CCOc1ccccc1N(CC(=O)NCC1CCCO1)C(=O)CNS(=O)(=O)c1ccccc1 (configuration not stated),-2,-9,2,2,1,-3,-0.3,26
Cc1cccc(N2CCN(c3cc(C)nc4nnnn34)CC2C)c1 (configuration not stated),-9,-4,-1,0,1,14,1.8,22
CN(C(=O)/C=C/c1ccccc1)C1CCCCC1,-18,11,-1,2,1,-4,1.1,17
CCOC(=O)[C@H]1[C@H]2COc3ccc(C)cc3[C@@H]2N2C(=O)c3ccccc3NC(=O)[C@@]12C,-18,-10,2,0,1.3,6,-1.1,2
O=C(CSc1ccc(-c2cccs2)nn1)Nc1ccccc1F,-20,-4,-1,1,1.1,3,-1.1,-6

# Reformatted with tabs: entries from further up.
structure	SENP6 block	ATG4B inh	GRIN3A LBD mod	SENP1 inh	hIAP activ	PfG6PD inh	MPTP inh	SENP8 inh
CCc1sc(C(=O)NCc2ccco2)cc1Br	-9	5	-1	0	0.97	9	0.0	4
COc1ccc(NC(=O)COC(=O)c2cc([N+](=O)[O-])ccc2N2CCOCC2)cc1	-4	-3	0	-1	1.2	-7	2.3	10
N#C/C(=N/Nc1ccc([N+](=O)[O-])cc1)C(=N)N1CCCCC1	.	6	0	13	.	39	4.1	30
Cc1ccc(Cl)cc1N1C(=O)CC(Sc2ncccn2)C1=O (configuration not stated)	7	-4	3	2	1.2	2	1.9	12
CCN(CC)S(=O)(=O)c1ccc(NC(=O)COC(=O)c2ccc(Br)o2)cc1	-7	-13	-10	2	0.93	-4	-0.6	14
[N-]=[N+]=NC(c1ccccc1)c1nc2ccccc2[nH]c1=O (configuration not stated)	-13	-2	-1	2	1.1	0	0.1	-80
O=C(COC(=O)c1ccc(NS(=O)(=O)c2ccc(Br)s2)cc1)NC1CCCC1	0	-9	-6	1	1	-37	-1.4	10
